FEN1 inhibitor = blocks human flap endonuclease 1; P39748; Recombinant FEN1 flap cleavage, fluorescence, 15 min; Potency, µM (top dose mostly 114 µM), inactives show top-dose activity change, negative = inhibition, hits mostly inhibitors; actives 0.35% (n = 390,000); AID 588795; active = well fitted inhibition curve with a large enough effect; inconclusive = small, poorly fitted or top-dose-only effect; inactive = no such curve, though single readings can be large or run the other way; also: nearly all actives have a fitted effect of over 65% in size
Target sequence (P39748 whole entry, looked up): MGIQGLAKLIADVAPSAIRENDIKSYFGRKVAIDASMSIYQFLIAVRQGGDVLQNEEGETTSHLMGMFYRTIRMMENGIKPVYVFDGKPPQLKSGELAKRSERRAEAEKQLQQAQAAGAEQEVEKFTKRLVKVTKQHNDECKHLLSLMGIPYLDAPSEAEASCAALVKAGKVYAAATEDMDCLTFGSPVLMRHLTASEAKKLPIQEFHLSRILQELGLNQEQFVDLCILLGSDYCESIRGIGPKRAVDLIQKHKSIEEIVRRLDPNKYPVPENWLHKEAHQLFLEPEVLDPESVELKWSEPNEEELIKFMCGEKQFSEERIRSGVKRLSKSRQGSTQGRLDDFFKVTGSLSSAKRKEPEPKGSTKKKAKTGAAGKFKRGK
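Quantitative HTS format: each compound was titrated, incubated with 10 nM nuclease for 15 min at room temperature, then challenged with flap substrate at 50 nM final. Signal change over 15 min gave concentration–effect curves.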
Numbers without * were called inactive; ? = inconclusive; & = joins results of further samples. % is scaled to controls: 0 for no effect and ±100 for the full control effect; potency is read from the fitted curve at half-maximal effect. This is a subset; rates above refer to the full screens.

structure	FEN1 inhibitor
CN(C)CC1CCC/C(=C/c2ccc(Cl)cc2)C1=O (stereo not drawn)	1%
Oc1cc(O)c(/C=C/c2ccnc3ccccc23)c(O)c1	?
c1ccc(C(Nc2cccnc2)c2ccccc2)cc1	3%
O=C(C[n+]1ccccc1Cl)c1ccc2ccccc2c1	-9%
COC(=O)c1sccc1NC(=O)C12CC3CC(CC(C3)C1)C2	-1%
CC1=CC2C(C3C=CC2(C)C(=O)C3(C)O)C(C)(O)C1=O (stereo not drawn)	4%
CCOc1ccc2nc3ccc4[nH]onc4c3c2c1	2%
Cc1nc(N)[nH]c(=O)c1CCCNc1ccc(CCC2(CCl)OCCO2)cc1	2%
Nc1cc(=O)n(Cc2ccccc2)c(=O)n1Cc1ccccc1	0%
O=C(c1cccc(Cl)c1)N1CCC2CC1c1cc(-c3ccc(F)cc3)ccc12 (stereo not drawn)	-20%
N#Cc1ccccc1OCc1cn(CC(=O)c2ccc(O)cc2)nn1	?
CC(=O)OC1C=CCC2C(=O)c3cccc(O)c3C(O)C12 (stereo not drawn)	-10%
Cc1ccc(S(=O)(=O)N2CCN(C(=O)CCC(=O)Nc3ccc(Br)c(C)c3)CC2)cc1	-8%
COC1OC2COC(c3ccccc3)OC2C(OC(=O)c2ccccc2)C1OC(=O)c1ccccc1 (stereo not drawn)	-20%
c1ccc(-c2nccc3ccccc23)cc1	5%
COc1cccc(-c2nc(N3CCCCC3)c3ccccc3n2)c1O	-27%
COC(=O)[C@@]1(C)[C@H]2C(=O)N(C)C(=O)[C@H]2[C@H]2CN(C)C(=NC3CCCCC3)N21	5%
Cc1cccc(Nc2nc(N)nc(CN3CCN(c4ccccc4F)CC3)n2)c1	-22%
Cc1ccc(S(=O)(=O)N2CCN(c3nc(-n4ccnn4)nc4ccccc34)CC2)cc1	-3%
CN(CC(=O)Nc1ccccc1Cl)C(=O)c1cccc(S(=O)(=O)N2CCN(c3ccccc3)CC2)c1	8%
COc1cc(/C=N/NC(=O)c2cc(-c3ccccc3Cl)nc3ccccc23)cc(OC)c1O	-6%
CN(C(=O)c1cccc(NC(=O)Cc2ccc(NC(=O)C3CCCN(C(=O)c4ccccc4)C3)cc2)c1)C1CCCC1 (stereo not drawn)	2%
C[n+]1ccnc2cc(Cl)ccc21	?
O=C(NCc1cccc(C(F)(F)F)c1)C1CC(c2ccccc2F)=NO1 (stereo not drawn)	?
FC(F)(F)c1cc(CCN2CCNC[C@@H]2Cc2ccccc2)cc(C(F)(F)F)c1	2%
O=C1CC(C(=O)O)C2(CCCC2)O1 (stereo not drawn)	-4%
CC1=C(c2ccccc2)CCC1=O	1%
CCOC(=O)/C=C1/SCC(=O)N1CC(=O)Nc1ccccc1OC(F)F	1%
CC(C)C[C@H]1CNC(=O)C(=O)N1CC1CCN(CC2CCC(C(C)(C)C)CC2)CC1 (stereo partly drawn)	-6%
Cc1cccc(C(=O)Nc2ccc(C(=O)N/N=C/c3ccco3)cc2)c1	-18%
COC(=O)C1[C@H]2SC(C)(C)C(C(=O)OC)N2C(=O)N1Cc1ccccc1 (stereo partly drawn)	-1%
O=c1c2ccccc2oc2cc(C#CC3(O)CCCCC3)ccc12	-8%
O=C(Cn1ccccc1=S)c1ccc(Cl)c(Cl)c1	-3%
Cn1c(=O)c2c(nc(NCc3ccccc3)n2Cc2ccc(Cl)c(Cl)c2)n(C)c1=O	-20%
CCOc1ccccc1C(=O)NCC(=O)NCCSc1ccc(Br)cc1	-1%
Cc1cc(C)c(S(=O)(=O)Nc2ccccc2)c(C)c1	2%
O=C1OC(Cc2ccccc2)C(c2ccccc2)C1=O (stereo not drawn)	2%
CN(C)c1ccc(/C=C2\CCc3cc(N)ccc32)cc1	-21%
CCOc1ccc(S(=O)(=O)NC2CCCCC2C)cc1 (stereo not drawn)	5%
Cn1c(=S)sc2ccc3ccccc3c21	10%
CN1C=CC(=O)[C@@H](OC(=O)Nc2ccc(Br)cc2)[C@H]1c1ccccc1Br	-15%
COc1cc(OC)c(C=CC(=O)c2ccccc2O)c(OC)c1	4%
COC(=O)c1ccccc1NC(=O)c1ccc2c(c1)C(=O)N(Cc1ccco1)C2=O	-13%
CCN(CC)CC(O)c1ccc2ccc3ccc(O)cc3c2c1 (stereo not drawn)	-31%
CS(=O)(=O)Cc1nc2ccccc2n1CC(=O)Nc1cccc(S(=O)(=O)N2CCCC2)c1	0%
COCCn1c(SCc2ccc(C)cc2)nc2c1c(=O)[nH]c(=O)n2C	-8%
CCOC(=O)c1ccc(NC(=S)NCc2ccc(F)cc2)cc1	-23%
O=C(O)c1cccc(Oc2ccc(C(=O)O)c([N+](=O)[O-])c2)c1	-3%
COc1ccc(C(=O)N2CCC(C(=O)Nc3ccc(OC)cc3OC)CC2)cc1	-14%
COc1cccc(C2Nc3ccccc3-c3nnc(SCc4ccccc4)nc3O2)c1OC (stereo not drawn)	-2%
Cc1ccc(-c2cc(C(F)(F)F)n3nc(-c4cccc(Br)c4)cc3n2)cc1	-21%
C#CCN1C(C)=CC(=O)[C@@H](O)[C@H]1c1ccccc1Br	2%
CSc1ccc(/C=C2\NC(=O)NC2=O)cc1	16%
CC(=O)c1c(C)oc2ccc(N(C(=O)Oc3ccccc3)S(=O)(=O)c3ccc(Cl)cc3)cc12	21%
COc1ccc(C(CC(=O)O)c2cc(OC)c(OC)c(OC)c2)cc1OC (stereo not drawn)	-4%
CC1(C)S[C@@H]2C(C(=O)O)NC(=O)N2C1C(=O)O (stereo partly drawn)	-10%
Cn1c(Cn2c(=O)sc3ccccc32)nnc1SCC(=O)Nc1ccc2c(c1)OCO2	-2%
CCOC(=O)CSc1nnc(-c2ccc(OC)cc2)o1	1%
N#CCc1c[nH]c2ccc([N+](=O)[O-])cc12	-2%
N#CC(Cc1cc2ccccc2n1S(=O)(=O)c1ccccc1)OCc1ccccc1 (stereo not drawn)	13%

Look-ups from the entries so far.
FEN1 inhibitor result of C#CCN1C(C)=CC(=O)[C@@H](O)[C@H]1c1ccccc1Br = 2%
FEN1 inhibitor result of COc1cc(OC)c(C=CC(=O)c2ccccc2O)c(OC)c1 = 4%

(more compounds)
SMILES | FEN1 inhibitor
CCNC(=O)CC1SC(=Nc2ccc(C)c([N+](=O)[O-])c2)N(C)C1=O (stereo not drawn) | 6%
COc1ccc(-c2ccc3oc(-c4ccc(OC)cc4)c(C#CCO)c3c2)cc1 | -14%
CC1(c2cccc3ccccc23)OC(=O)c2ccccc21 (stereo not drawn) | -8%
COc1ccccc1C(=O)NCCC(=O)N1CCCC(C(F)(F)F)C1 (stereo not drawn) | 20%
Cc1ccc(NC(=O)CN(C)C(=O)Cc2coc3cc(C)c(C)cc23)cc1 | 3%
COc1ccc(-c2nc(-c3ccccc3)c(-c3ccc(F)cc3)[nH]2)c(OC)c1C | 0%
CC1CC(C)(C)CC2(C1)NC(=O)N(CC(=O)OCC(=O)Nc1cc(S(=O)(=O)N3CCCCC3)ccc1Cl)C2=O (stereo not drawn) | -11%
Cc1cccc(C)c1NC(=O)c1nc(S(=O)(=O)Cc2ccccc2F)ncc1Cl | -16%
N#CCC(=O)N1CCN(C(c2ccccc2)c2ccccc2)CC1 | 2%
O=[N+]([O-])c1ccc(O/N=[N+](\[O-])N2CCN(c3ccccc3)CC2)c([N+](=O)[O-])c1 | -4%
CCCC[C@@H]1C[C@H]1[C@@H](NC(=O)c1cccs1)c1ccc(C(F)(F)F)cc1 | -27%
CCN1C[C@@H]2[C@@H]3C(=O)N(C)C(=O)[C@@H]3[C@](Cc3ccccc3)(C(=O)OC)N2C1=NCc1ccccc1 | -5%
CN(C)CCO/N=C(\c1ccc(Br)cc1)c1cccnc1 | 3%
CCOc1ccccc1CN(CCc1ccc2c(c1)OCO2)Cc1cc(OC)c(OC)cc1OC | ?
O=C(CC1Sc2ccccc2NC1=O)NNc1ccc(Cl)c(Cl)c1 (stereo not drawn) | 4%
O=C(COC(=O)c1cc(-c2cccs2)nc2ccccc12)c1ccccc1 | -5%
NNC(=O)c1c[nH]c2ccc(OCc3ccccc3)cc12 | -4%
COc1ccccc1/C=N/NC(=O)CC(=O)NCCc1ccccc1 | -9%
CCN(CC)S(=O)(=O)c1cc(C(=O)Nc2cc(S(=O)(=O)N3CCOCC3)ccc2N2CCN(C)CC2)ccc1C | -14%
COc1cc(C2C(C(=O)Nc3ccccc3)=C(C)Nc3nnnn32)cc(OC)c1OC (stereo not drawn) | -1%
O=C(Nc1ccc(F)c(Cl)c1)C1CCN(C(=O)c2ccc(F)cc2)CC1 | 2%
CC(C)(C)OC(=O)N1CCC(C(=O)Nc2cccc(C(=O)NCCCCc3ccccc3)c2)CC1 | 5%
COc1ccc(S(=O)(=O)NCCSCc2ccco2)cc1OC | -15%
CC(=O)Nc1cc2c(cc1Cl)-c1ccccc1C2O (stereo not drawn) | 21%
O=c1[nH]c2c(-c3nc(-c4ccc(Cl)cc4)cs3)c(O)cn2c2ccccc12 | -2%
O=C1c2cc(O)c(O)cc2OC(c2ccc(O)c(O)c2)C1O (stereo not drawn) | 32µM*
CCN1C[C@@H]2[C@@H]3C(=O)N(Cc4ccccc4)C(=O)[C@@H]3[C@](Cc3ccccc3)(C1=O)N2C(=O)c1ccc(C(C)(C)C)cc1 | -22%
CCN(C(=O)COC(=O)/C=C/c1c(C)nn(-c2ccccc2)c1C)c1c(N)n(Cc2ccccc2)c(=O)[nH]c1=O | 3%
CNC(=O)OCN1C(=O)C2CC=CCC2C1=O (stereo not drawn) | -4%
O=c1[nH]c(=O)n(C2CC(O)C(CO)O2)cc1Br (stereo not drawn) | 9%

14 entries from above, with the structure last:
| FEN1 inhibitor | compound |
| --- | --- |
| ? | CCOc1ccccc1CN(CCc1ccc2c(c1)OCO2)Cc1cc(OC)c(OC)cc1OC |
| 4% | O=C(CC1Sc2ccccc2NC1=O)NNc1ccc(Cl)c(Cl)c1 (stereo not drawn) |
| -5% | O=C(COC(=O)c1cc(-c2cccs2)nc2ccccc12)c1ccccc1 |
| -4% | NNC(=O)c1c[nH]c2ccc(OCc3ccccc3)cc12 |
| -9% | COc1ccccc1/C=N/NC(=O)CC(=O)NCCc1ccccc1 |
| -14% | CCN(CC)S(=O)(=O)c1cc(C(=O)Nc2cc(S(=O)(=O)N3CCOCC3)ccc2N2CCN(C)CC2)ccc1C |
| -1% | COc1cc(C2C(C(=O)Nc3ccccc3)=C(C)Nc3nnnn32)cc(OC)c1OC (stereo not drawn) |
| 2% | O=C(Nc1ccc(F)c(Cl)c1)C1CCN(C(=O)c2ccc(F)cc2)CC1 |
| 5% | CC(C)(C)OC(=O)N1CCC(C(=O)Nc2cccc(C(=O)NCCCCc3ccccc3)c2)CC1 |
| -15% | COc1ccc(S(=O)(=O)NCCSCc2ccco2)cc1OC |
| 21% | CC(=O)Nc1cc2c(cc1Cl)-c1ccccc1C2O (stereo not drawn) |
| -2% | O=c1[nH]c2c(-c3nc(-c4ccc(Cl)cc4)cs3)c(O)cn2c2ccccc12 |
| 32µM* | O=C1c2cc(O)c(O)cc2OC(c2ccc(O)c(O)c2)C1O (stereo not drawn) |
| -22% | CCN1C[C@@H]2[C@@H]3C(=O)N(Cc4ccccc4)C(=O)[C@@H]3[C@](Cc3ccccc3)(C1=O)N2C(=O)c1ccc(C(C)(C)C)cc1 |

The list continues:
SMILES | FEN1 inhibitor
O=C(Oc1cncc(Cl)c1)c1sccc1Cl | -3%
CCN1C(=NCc2cccc(Cl)c2)N[C@@H](c2cccc(C(F)(F)F)c2)C(C(=O)OC)=C1C | 2%
CN1CCC(OC(c2ccccc2)c2ccc(Cl)cc2)C1 (stereo not drawn) | -9%
CCOc1ccc(CN(CCc2ccc3c(c2)OCO3)Cc2cc(OC)cc(OC)c2)cc1 | ?
O=C(Nc1ccncc1)C1CC(=O)N(c2ccccc2)C1 (stereo not drawn) | 3%
NCCSc1nc2ccccc2s1 | -23%
COC(=O)c1ccc([C@@H]2Nc3c(OC)ccc(C)c3[C@@H]3C=CC[C@@H]32)cc1 | 10%
COc1ccc(C(=O)N2[C@@H](C(C)C)COc3cc(Br)ccc3S2(=O)=O)cc1 | 5%
O=C1CC[C@@H]2CC(N3CCN(c4ccccc4)CC3)C[C@@H]3CCN1[C@H]23 (stereo partly drawn) | 1%
COCC1=C(C(=O)OC(C)OC(=O)OC(C)C)N2C(=O)[C@@H](NC(=O)/C(=N\OC)c3csc(N)n3)[C@H]2SC1 (stereo partly drawn) | -17%
O=C(CNS(=O)(=O)c1ccc(F)cc1)N1CCCC1 | 8%
C=COC(=O)N1CCN(/[N+]([O-])=N/Oc2ccc([N+](=O)[O-])cc2[N+](=O)[O-])CC1 | -25%
COc1ccc(C(=O)NCC(C)(C)CNC(=O)c2ccc(OC)cc2)cc1 | 11%
C=C(C)c1sc(-c2ccccc2)nc1C | -6%
NN=C(c1cccc([N+](=O)[O-])c1)c1cccc([N+](=O)[O-])c1 | 3%
C=C[C@@]1(C)CC(=O)[C@]2(O)[C@@]3(C)[C@@H](O)CCC(C)(C)[C@@H]3[C@H](OC(C)=O)[C@H](O)[C@@]2(C)O1 | -2%
CC(C)(C)c1nnc(NC(=O)C2CCN(C(=O)c3ccccc3)CC2)s1 | -2%
COc1ccc(CCNC(=O)c2cc(-c3ccccc3)c(N3CCOCC3)s2)cc1OC | -24%
COc1ccc(-c2csc(NC(CO)c3nc4ccccc4n3Cc3ccc(C)cc3)n2)cc1 (stereo not drawn) | -7%
O=C(/C=C/NCc1cccnc1)c1ccc(Br)cc1 | 3%
O=C1CSC(=S)N1N=Cc1ccc2c(c1)OCO2 | 4%
NC1=NC(=O)NC1(c1ccccc1)c1ccccc1 | -4%
O=C1[C@H](Oc2ccccc2)[C@@H](c2ccncc2)N1c1ccncc1 | -12%
CCOC(=O)COc1ccccc1/C=N/Nc1nnc2c3ccccc3n(C)c2n1 | -6%
C[C@H]1CCC[C@]2(O[C@H](CCO)C[C@H](O)[C@H]2O)O1 | -2%
C=Cn1ccnc1CC(O)c1ccc(OC)cc1 (stereo not drawn) | -1%
COC(=O)C[C@H]1c2ccccc2S(=O)(=O)N1C(C)C | -14%&-5%
Cc1cc(C)n2nc(N)nc2n1 | -6%
